Source: PubChem
Insulin prom inh = TRM-6 insulin promoter activity inhibition; TRM-6 cells (human fetal islet line), insulin promoter-eGFP reporter, imaging; reporter expression induced with tamoxifen; inhibition, % at 2 µM; 130,000 tested, 0.9% active; AID 1273;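 active = inhibition above the mean plus 3 SD, with well images judged a real hit on visual review, cut at about 60% in these data, passing the limit was not always enough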
sdo1 growth = sdo1-depleted yeast growth rescue; z-score at 10 µM; S. cerevisiae sdo1-depleted JHY4D growth rescue, OD600 30 h; stronger effect = higher value; pdr5 snq2 efflux-pump mutant strain; 140,000 tested, 0.21% active; AID 817;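 active = z-score above 3 at both the 24 hr and the 30 hr optical density reads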;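 note: z-score against mean and SD of all compound wells on the same plate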
sdo1 growth Rescue 24 h = also measured in sdo1 growth; calls as there; z-score; S. cerevisiae sdo1-depleted JHY4D growth rescue, OD600; measured here: growth rescue at 24 h;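 0 is the plate mean of compound wells and units are plate SD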
Numbers without * were called inactive; nt = no result given.

SMILES	Insulin prom inh	sdo1 growth	sdo1 growth Rescue 24 h
CCOc1ccc(NC(=O)CSc2nnc(-c3ccccc3Cl)n2Cc2ccco2)cc1	nt	-1.6	-1.2
COc1ccc(Cn2c(=O)[nH]c3cc(C(=O)N4CCN(Cc5ccccc5)CC4)ccc3c2=O)cc1	nt	-0.27	-0.68
CCC(=O)NC(/C=C/c1ccccc1)c1cc([N+](=O)[O-])c2cccnc2c1O (configuration not stated)	nt	0.79	2.2
Cc1cccc(C)c1NS(=O)(=O)c1ccc(NC(=O)c2ccc(Cl)c([N+](=O)[O-])c2)cc1	27	-0.42	0.13
NC(=O)C1CCCN(Cc2ccc(Cl)cc2)C1 (configuration not stated)	55	1.7	1.7
CN(C)S(=O)(=O)c1ccc(C(=O)Nc2ccccc2[N+](=O)[O-])cc1	32	-0.16	-0.61
CC(=O)c1ccc(NC(=O)C2CCC(C)NC2=O)cc1 (configuration not stated)	-34	-0.24	-0.69
c1ccc(Cc2nnc3sc(Nc4ccccc4)nn23)cc1	16	0.55	0.23
c1ccc(C2OC3c4cccc5cccc(c45)C3N2c2ccccc2)cc1 (configuration not stated)	3	-0.05	1.2
CCC(C)NC(=O)CCNS(=O)(=O)c1ccc(Br)cc1 (configuration not stated)	nt	1.3	1.2
Cn1nnc(NC(=S)NC(=O)c2ccco2)n1	16	0.58	0.24
N#C/C(=C(/O)CN1CCN(c2ccccc2F)CC1)c1nc(-c2ccccc2)cs1	-5	-0.5	-0.31
CC(C)c1ccc2[nH]c3c(c2c1)CCCC3=O	0	nt	nt
O=C(Nc1ccc(NC(=O)c2ccccn2)cc1)C(=O)Nc1ccc2c(c1)OCCO2	8	nt	nt
Cc1cccc(C)c1N/C=C/c1onc(C)c1[N+](=O)[O-]	4	0.62	0.74
Cc1ccccc1-n1c(Cn2c(=O)sc3ccccc32)nnc1SCC(=O)N1CCOCC1	nt	1.1	0.05
CC(C)C[C@@H]1NC(=O)[C@H](CO)NC(=O)c2cc([N+](=O)[O-])cc(I)c2OCC[C@@H](C(N)=O)NC1=O	5	0.14	-0.29
COc1ccc(/C=C/C(=O)OC(C)CN2CCOCC2)cc1 (configuration not stated)	20	1.4	1.7
O=C(Cn1cnc2ccccc2c1=O)NCC(=O)N1CCN(c2ccccn2)CC1	nt	1.4	1
CC(C)[C@H](Nc1ccc(S(=O)(=O)N2CCOCC2)cc1[N+](=O)[O-])C(=O)OCC(N)=O	-23	1.8	0.64
CCS(=O)(=O)NCCc1cc2cc(C)c(C)cc2[nH]c1=O	9	-0.35	-0.47
COc1ccc(-c2csc(NC(=S)NC(=O)/C=C/c3ccco3)n2)cc1OC	-28	1.1	3.4
Nc1nc(N)nc(-c2ccc(Oc3ccccc3)cc2)n1	-280	-1.2	-0.53
COc1ccc(C(Nc2ccccn2)c2c(NC(=O)c3ccco3)sc(C)c2C)cc1 (configuration not stated)	nt	-0.92	-1.2
CC(C)CCNC(=O)CCn1c(=S)oc2ccccc21	0	nt	nt
CN(C)S(=O)(=O)c1ccc(NC(=O)CSc2ncnc3ccccc23)cc1	nt	-0.07	-0.55
O=C1Nc2ccccc2C1=Nc1ccc(-c2nnc3n2CCCCC3)cc1	nt	0.49	0.75
Cc1ncoc1C(=O)N1CCc2c([nH]c3ccccc23)C1c1ccccc1F (configuration not stated)	-23	nt	nt
CC(OC(=O)c1ccncc1)C(=O)Nc1cccc([N+](=O)[O-])c1 (configuration not stated)	58	nt	nt
Cc1nn(Cc2ccc(Cl)cc2Cl)c(C)c1NC(=O)c1sc2ccccc2c1Cl	nt	-0.84	0.48
CCOC(=O)c1c(C)oc2c1c1c(c3ccccc32)OCN(Cc2cccnc2)C1	-16	-2.5	-1.4
O=C(N/N=C/c1ccc(Br)o1)c1cc([N+](=O)[O-])cc([N+](=O)[O-])c1	28	nt	nt
O=C(O)c1ccccc1-c1nc2ccccc2c(=O)n1O	-18	nt	nt
Cc1ccc(C)c(CS(=O)(=O)c2cn(CC(=O)N3CCC(C)CC3)c3ccccc23)c1	nt	-0.66	-0.29
CC[N+]1(C)CC2CCC(C)(C1)C2(C)C (configuration not stated)	50	nt	nt
COCCNC(=O)CN1CCOc2ccccc21	nt	0.5	-0.01
Cc1nc(NCCO)c(C#N)c2c1COC(C)(C)C2	64	0.01	-0.18
O=C(O)c1ccc(NC(=S)Nc2ccccc2)cc1	8	-0.21	-0.83
CCOc1cccc(/C=N/NC(=S)NCCN2CCOCC2)c1O	0	nt	nt
O=C(Nc1ccccc1)NC1CCN(CCCN2C(=O)c3ccccc3C2=O)CC1	7	0.75	1.4
O=P(Cc1ccccc1)(c1ccccc1)c1ccccc1	nt	0.25	0.38
CNS(=O)(=O)c1ccc(NC(=O)C(CCSC)NC(N)=O)cc1 (configuration not stated)	nt	1.5	1.4
Nc1c(C(=O)Nc2ccc(S(=O)(=O)N3CCCC3)cc2)sc2nc3cc4c(cc3cc12)CCC4	-182	-1.5	-0.5
COC(=O)c1cn(C(=O)c2cccs2)c2ccccc12	14	0.11	-0.01
CCCCSC1(SCCCC)N=C(N)C2(C#N)C(c3ccccc3)NC(C)=CC12C#N (configuration not stated)	44	0	-0.39
O=C1CC(c2ccccc2)CC(O)=C1C=NCCN1CCNCC1 (configuration not stated)	nt	0.23	-0.68
COc1ccc(C)cc1S(=O)(=O)N1CCOCC1	50	nt	nt
CCn1cc(C(=O)OC(C)C(=O)Nc2c(C)n(C)n(-c3ccccc3)c2=O)c(=O)c2ccc(C)nc21 (configuration not stated)	-30	0.59	0.03
Cc1ccc(NC(=O)COn2nnc3ccc(S(=O)(=O)N(C)C)cc32)cc1F	32	0.11	0.42
CN(CC1COc2ccccc2O1)C(=S)Nc1ccccc1 (configuration not stated)	-9	nt	nt

Further entries
SMILES	Insulin prom inh	sdo1 growth	sdo1 growth Rescue 24 h
CCOc1ccc2c(c1)C(N(CCN1CCOCC1)C(=O)Nc1ccc(OC)cc1OC)CC(C)(C)O2 (configuration not stated)	-21	nt	nt
COC(=O)c1ccc(/C=C/c2ccc3cccc(OC(C)=O)c3n2)cc1	nt	-0.81	-0.85
CCOC(=O)Cc1c(Sc2ccccc2)c2ccccc2n1C	nt	0.08	0.14
CC(CCc1ccccc1)NC(=O)COC(=O)C1=COCCO1 (configuration not stated)	-40	-0.84	-1.2
O=S(=O)(c1ccc2ccccc2c1)N1CCN(Cc2ccccn2)CC1	-17	nt	nt
Cc1nn2c3c(cnc2c1-c1ccccc1)C(=O)CCC3	nt	0.78	-0.29
CCOC(=O)c1c(C)nc2c(c1C)c(=O)oc1ccccc12	-14	0.54	-0.04
CCN1CCc2nc(NC(=O)C(c3ccccc3)c3ccccc3)sc2C1	7	-0.31	-0.29
CCSC1=NCN(CCCC(=O)O)CN1	nt	-0.26	-0.22
CC1=C(C(=O)N2CCOCC2)C(c2ccc(O)cc2)NC(=S)N1 (configuration not stated)	14	-0.25	-0.7
Cc1ccc(C)c(S(=O)(=O)c2c(N)n(/N=C/c3ccco3)c3nc4ccccc4nc23)c1	nt	-0.2	0.28
COC(=O)c1ccc(NC(=S)NCCc2ccccc2C)cc1	-57	-1.4	-0.33
CCOC(=O)c1c(NC(=O)CSc2nnc(-c3c[nH]c4ccccc34)n2CC)sc2c1CCCC2	-2	-0.31	-0.02
CCC(=O)N(Cc1ccco1)c1nc(C(=O)Nc2ccc(Cl)cc2)c(C)s1	-21	-0.88	-0.38
COC(=O)COc1cccc(/C=N/NC(=O)CCSc2ccccc2)c1	-11	nt	nt
O=C(O)CSc1nnc(-c2ccncc2)n1-c1ccc(Cl)cc1	30	0.64	0.49
O=C(CSc1nnc(Cn2c(=O)sc3ccccc32)n1-c1ccccc1)Nc1nccs1	-40	0.94	0.58
Cc1ccc(C)c(NC(=O)Cc2coc3cc4c(cc23)CCC4)c1	-26	-1.5	-0.52
CC1CCN(c2nc(NCc3ccco3)nc(N)c2[N+](=O)[O-])CC1	-8	-1.1	-0.77
CC1(C(=O)NCc2ccc(Cl)c(Cl)c2)Oc2ccccc2NC1=O (configuration not stated)	-22	nt	nt

By substructure, the entries above containing a cyano group
SMILES	Insulin prom inh	sdo1 growth	sdo1 growth Rescue 24 h
N#C/C(=C(/O)CN1CCN(c2ccccc2F)CC1)c1nc(-c2ccccc2)cs1	-5	-0.5	-0.31
Cc1nc(NCCO)c(C#N)c2c1COC(C)(C)C2	64	0.01	-0.18
CCCCSC1(SCCCC)N=C(N)C2(C#N)C(c3ccccc3)NC(C)=CC12C#N (configuration not stated)	44	0	-0.39

Two entries drawn at random from the list so far, as already listed:
SMILES	Insulin prom inh	sdo1 growth	sdo1 growth Rescue 24 h
Cc1ccc(C)c(NC(=O)Cc2coc3cc4c(cc23)CCC4)c1	-26	-1.5	-0.52
CCOC(=O)c1c(NC(=O)CSc2nnc(-c3c[nH]c4ccccc34)n2CC)sc2c1CCCC2	-2	-0.31	-0.02

Further results follow:
SMILES	Insulin prom inh	sdo1 growth	sdo1 growth Rescue 24 h
CCOC(=O)c1nn(-c2ccc(F)cc2)c2c1CC/C2=C/c1ccccc1	nt	-0.23	0.4
COc1cc(/C=C2/NC(=O)N(CC(=O)Nc3cccc(C)c3)C2=O)ccc1OCC(N)=O	29	nt	nt
Cn1c(=O)c2nc(NCc3ccccc3)cnc2n(C)c1=O	nt	0.09	-0.19
COC(=O)CNc1nc(Cl)nc(Nc2ccc(Cl)cc2)n1	28	nt	nt
Cc1cc(C(F)(F)F)nn1Cc1n[nH]c(=S)n1-c1cccc(Cl)c1	11	0.64	0.4
O=C(OCC(=O)N1CCOCC1)c1ccc2c(c1)OCCO2	nt	2.5	1.5
CC(=O)C1=C(c2ccccc2)OC(N)=C(C#N)C1c1ccccc1F (configuration not stated)	nt	-0.57	-1.7
O=C(Cn1ncc2c(=O)oc3ccccc3c21)NCCN1CCN(c2ccccc2F)CC1	nt	-0.22	-1
CCC(C)NC(=O)CN1C(=O)C(CC)Sc2ccccc21 (configuration not stated)	47	nt	nt
C=CCNC(=O)CN(c1ccc(F)c(Cl)c1)S(C)(=O)=O	44	0.88	1

Single records, as listed above. Order of screens: Insulin prom inh	sdo1 growth	sdo1 growth Rescue 24 h
C=CCNC(=O)CN(c1ccc(F)c(Cl)c1)S(C)(=O)=O is listed with 44	0.88	1
Cc1cc(C(F)(F)F)nn1Cc1n[nH]c(=S)n1-c1cccc(Cl)c1 is listed with 11	0.64	0.4

Carrying on.
SMILES	Insulin prom inh	sdo1 growth	sdo1 growth Rescue 24 h
Cc1ccc(S(=O)(=O)N(CC(=O)N=Nc2c(O)[nH]c3ccccc23)c2ccc(C)c(C)c2)cc1	45	0.2	0.16
COc1ccc(N2CCN(C(=O)c3cccn4c(=O)c5ccccc5nc34)CC2)cc1	36	nt	nt
OC(CN1CCN(Cc2ccc3c(c2)OCO3)CC1)c1c[nH]c2ccccc12 (configuration not stated)	47	0.69	0.05
O=C(NCc1ccco1)c1ccccc1F	-32	-0.43	-0.34
O=C(NNC(=S)NC(=O)c1ccccc1[N+](=O)[O-])c1ccc(Cl)cc1Cl	17	nt	nt
O=C(NNc1c(Cl)cc(Cl)cc1Cl)c1cccc([N+](=O)[O-])c1	28	-1.4	-0.2
COC(=O)c1ccc(CSc2ccc3nnc(-c4ccc(OC)cc4)n3n2)o1	38	nt	nt
COCCn1nnnc1C(c1cc2ccc(OC)cc2[nH]c1=O)N1CCN(C2CCCCC2)CC1 (configuration not stated)	-10	1.4	2.1
Cc1ccc(O)c(NC(=O)c2noc3c2CCCCC3)c1	-31	nt	nt
COc1ccc(NC(=O)CN2CCC(NC(=O)C3CCCCC3)CC2)c([N+](=O)[O-])c1	-19	nt	nt
CN1/C(=C/C(=O)C2CC2)C(C)(C)c2ccccc21	-22	nt	nt
C=CCN(c1cccc(C(F)(F)F)c1)S(=O)(=O)c1cccc(C(=O)OCC(=O)NCCC)c1	nt	0.15	0.02
Cn1cnnc1SCC(=O)Nc1ccccc1C(=O)NC1CC1	-50	1.6	2
O=C(COC(=O)/C=C/c1ccc(Cl)cc1)NCCC1=CCCCC1	8	-0.69	-0.25
NC(=O)CN(c1ccc([N+](=O)[O-])cc1)S(=O)(=O)c1ccccc1	63	nt	nt
CC1CCN(C(=O)CSc2nnc(CNC(=O)COc3ccc(Cl)cc3)o2)CC1	-50	-0.46	-1.1
CCN1CCN(Cc2nc3c(c(=O)n(C)c(=O)n3C)n2Cc2ccccc2Cl)CC1	nt	1.3	1.1
OCCCc1nc2n(n1)C(c1ccccc1Cl)C=C(c1cccs1)N2 (configuration not stated)	32	0.65	0.23
CCOC(=O)c1cc2nc(Nc3ccc(OC)cc3)sc2s1	-19	2.5	3.4
Cc1ccc2c(c1)NC(=O)C(CC(=O)NCCCN1CCN(c3cc(C)ccc3C)CC1)O2 (configuration not stated)	nt	0.59	0.54
COc1cc(-c2ccc(NC(=O)CN3CCC(C)CC3)c(OC)c2)ccc1NC(=O)CN1CCC(C)CC1	nt	1.2	2.3
COC(=O)CNC(=O)c1cn(CC(C)C)c(=O)c2cc(OC)c(OC)cc12	-10	-0.26	0.29
COc1cccc(C(=O)Oc2cccc(N3C(=O)C4C5CC(C(Br)C5Br)C4C3=O)c2)c1 (configuration not stated)	8	-0.67	-0.36
Cc1cc(NCCCN2CCOCC2)n2ncc(-c3ccc(Cl)cc3)c2n1	nt	-1.1	-0.38
c1ccc2[nH]c(CN3CCCCC3)nc2c1	29	-0.43	-0.88
Cc1ccc(NC(=O)C(Nc2ccccc2)c2ccccc2)cc1 (configuration not stated)	-70	-0.77	-0.21
CN(C)c1ncc(S(=O)(=O)c2ccc(Cl)cc2)c(-c2ccc(Cl)cc2Cl)n1	0	-1.2	-0.25
COc1ccc(CSc2nncn2N)cc1Br	nt	0.21	-0.69

A portion of the library, so the mix of outcomes need not match the whole.
